ATXN2 expr inh: Primary qHTS for Inhibitors of ATXN expression; Potency, µM (titrated, usually from 57 µM), for inactives: at the top dose activity change, negative = inhibition, most hits filed as inhibitors; actives 0.72% (n = 360,000); AID 1745845, 2022; HEK-293 ATXN2-luciferase reporter, luminescence, 24 h; further: potency means the concentration at half of the fitted maximal effect; on the % scale 0 is the no-effect control and ±100 the full control effect; nearly all actives have a fitted effect of over 55% in size
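ATXN2-luciferase reporter cells (luciferase flanked by upstream and downstream ATXN2 gene portions) were treated 24 h at 37 °C with compounds at up to 57 uM. SteadyGlo luminescence gave expression; GF-AFC fluorescence gave viability.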
TGFb SMAD3 inh: qHTS for Inhibitors of TGF-b; HepG2 CAGA-GFP TGF-b/SMAD3 reporter, GFP fluorescence, 18 h; TGF-beta stimulated, 500 pg/mL final; Potency, µM (doses to about 46.1 µM), for inactives: top-dose activity, negative = inhibition, usual class: inhibitors; actives 1.2% (n = 410,000); further: potency means the concentration at half of the fitted maximal effect; on the % scale 0 is the no-effect control and ±100 the full control effect; nearly all actives have a fitted effect of over 65% in size
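TGF-beta reporter screen: HEPG2 CAGA-GFP, 1% FBS, 500 pg/mL TGF-beta final, 18 h; per-cell GFP summed per well; curves fitted and categorized by class.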
HepG2 tox: qHTS for Inhibitors of TGF-b: Cytotox Counterscreen. Potency, µM (top dose mostly 46.1 µM), inactives show at the highest dose activity change, negative = cytotoxicity, hits mostly cytotoxic. HepG2 CAGA-GFP viability, ATP luminescence, 18 h. actives 0.76% (n = 410,000); further: potency means the concentration at half of the fitted maximal effect; some results filed as inactive show a strong effect at the top dose
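CellTiter-Glo luminescence gave cytotoxicity after 18 hours at 37 degrees C. The cells were HepG2 CAGA-GFP in 1% FBS DMEM, stimulated with 500 pg/mL TGF-beta after compound addition. %Activity was normalised to no-cell wells (complete cell-killing) and DMSO (no toxicity), and curves were fitted and classified.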
Nrf2 ARE act: qHTS of Nrf2 Activators; AREc32 ARE-luciferase reporter (MCF7-derived line), luminescence, 24 h; Potency, µM (doses to about 46.1 µM), for inactives: top-dose activation, actives largely listed as activators; actives 0.31% (n = 410,000); AID 624171, 2012; further: potency means the concentration at half of the fitted maximal effect; % of control where 0% means no effect; nearly all actives have a fitted effect of over 65% in size
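AREc32_Fluc, 1000 cells/well, OPTI-MEM + 5% FBS, o/n 37 deg C 5% CO2; 23 nL cpd by pin tool, 24 hr; Steady-Glo 30 min RT, luminescence.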
IL-2 act: qHTS of IL-2 Activators. activation, % (series mostly up to about 46 µM). AID 652025, 2013. actives 0.065% (n = 360,000). IL-2 activation reporter assay, cell-based qHTS; stimulated with anti-CD3/CD4/CD28 beads; in transgenic mouse T cells; in the data active means activation above about 50%; inconclusive means mostly about 30% to 49%; further: 0% is about no effect
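Using fluorescent plate cytometry, EGFP and DsRed are detected in transgenic mouse T cells stimulated 18 h at 37 degrees C with antibody-coated beads after 60 min compound pretreatment.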
ATXN viability: Viability Counterscreen for Primary qHTS for Inhibitors of ATXN expression; AID 651635, 2014; S2 cells (HEK-293 line with an ATXN2-luciferase reporter) viability, CellTiter-Fluor protease fluorescence, 24 h; Potency, µM (series often up to 56.7 µM), actives largely listed as cytotoxic; actives 0.49% (n = 400,000); further: potency means the concentration at half of the fitted maximal effect; nearly all actives have a fitted effect of over 40% in size
EPAC2 ag: qHTS for Agonist of cAMP-regulated guanine nucleotide exchange factor 4 (EPAC2): primary screen. EPAC2 activation, biochemical qHTS; response scale: 100% = 6.5 mM cAMP response. Potency, µM (series often up to 154 µM), without a hit: top-dose activation, hits mostly activators. actives 0.079% (n = 360,000). AID 720711, 2013; further: potency means the concentration at half of the fitted maximal effect; nearly all actives have a fitted effect of over 50% in size
Target sequence (Q8WZA2 whole entry, looked up): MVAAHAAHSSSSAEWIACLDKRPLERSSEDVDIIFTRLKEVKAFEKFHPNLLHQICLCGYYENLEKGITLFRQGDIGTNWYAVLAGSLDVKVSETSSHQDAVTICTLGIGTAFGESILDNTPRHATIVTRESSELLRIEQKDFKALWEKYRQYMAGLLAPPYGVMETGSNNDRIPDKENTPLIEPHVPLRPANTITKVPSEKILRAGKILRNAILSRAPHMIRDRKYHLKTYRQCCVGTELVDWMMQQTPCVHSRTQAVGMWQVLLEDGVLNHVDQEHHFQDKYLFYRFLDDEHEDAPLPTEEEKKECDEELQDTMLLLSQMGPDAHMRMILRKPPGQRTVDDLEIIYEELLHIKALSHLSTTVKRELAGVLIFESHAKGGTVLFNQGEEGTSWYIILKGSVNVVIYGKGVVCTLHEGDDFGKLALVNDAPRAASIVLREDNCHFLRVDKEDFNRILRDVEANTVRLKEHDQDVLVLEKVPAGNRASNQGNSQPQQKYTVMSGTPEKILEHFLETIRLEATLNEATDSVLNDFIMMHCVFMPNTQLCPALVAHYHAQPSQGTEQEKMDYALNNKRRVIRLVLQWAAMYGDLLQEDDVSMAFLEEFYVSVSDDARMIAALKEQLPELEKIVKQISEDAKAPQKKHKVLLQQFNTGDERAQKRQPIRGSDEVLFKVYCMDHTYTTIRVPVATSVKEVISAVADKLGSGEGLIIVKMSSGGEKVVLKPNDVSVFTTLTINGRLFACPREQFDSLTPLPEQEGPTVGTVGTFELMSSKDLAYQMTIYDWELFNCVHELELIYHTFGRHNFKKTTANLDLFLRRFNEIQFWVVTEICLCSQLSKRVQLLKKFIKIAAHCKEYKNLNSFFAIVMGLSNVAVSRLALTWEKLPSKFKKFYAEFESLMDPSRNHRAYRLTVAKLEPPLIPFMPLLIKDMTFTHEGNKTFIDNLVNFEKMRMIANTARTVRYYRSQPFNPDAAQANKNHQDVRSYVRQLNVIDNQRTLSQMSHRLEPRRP
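qHTS, titration series. 100 nM EPAC2 / 250 nM Rap1B-BODIPY-GDP / 50 uM GDP; RT; ex 480/em 540 nm, 5-min reads to 30 min. Norm. to 6.5 mM cAMP = activation.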
Nrf2 block: Nrf2 qHTS screen for inhibitors | A549 ARE-Fluc reporter, luciferase luminescence, 18-24 h | Potency, µM (highest dose often 46 µM), without a hit: top-dose activity change, negative = inhibition, usual class: inhibitors | actives 2.1% (n = 360,000); further: potency means the concentration at half of the fitted maximal effect; on the % scale 0 is the no-effect control and ±100 the full control effect; nearly all actives have a fitted effect of over 60% in size
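A549 ARE_Fluc cells, 5000/well, 5% FBS OPTI-MEM; compounds in dose-response, 18-24 h at 37 °C/5% CO2; CellTiter-Fluor viability read (Ex 405/Em 525), then BugLite luciferase luminescence = Nrf2 activity.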
A549 viability: Nrf2 qHTS screen for inhibitors: counterscreen for cytotoxicity; A549 ARE-Fluc cells, CellTiter-Fluor viability, 18-24 h; Potency, µM (top dose mostly 46 µM), for inactives: at the top dose activity change, negative = cytotoxicity, usual class: inhibitors; actives 0.16% (n = 390,000); AID 504648, 2011; further: potency means the concentration at half of the fitted maximal effect; on the % scale 0 is the no-effect control and ±100 the full control effect
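Cytotoxicity counterscreen: CellTiter-Fluor fluorescence was measured in A549 ARE_Fluc cells after 18-24 h of compound exposure in a concentration series. The subsequent BugLite luminescent read reports ARE-luciferase activity.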
* = called active by the depositor; i = inactive; ? = inconclusive; nt = not tested or not shown; & = joins results of further samples; [ ] = another dose, or the depositor's remark. Unless noted, the call rests on the fitted dose curve; in most records, active means well fitted curve in the direction sought with a large enough effect; inconclusive means small, poorly fitted or top-dose-only effect, or another doubt; inactive means no such curve, though single readings can be large; an effect the other way counts as inactive or inconclusive. Compounds were not picked by outcome; 4.3% or so of the library scored in one or more.

SMILES	ATXN2 expr inh	TGFb SMAD3 inh	HepG2 tox	Nrf2 ARE act	IL-2 act	ATXN viability	EPAC2 ag	Nrf2 block	A549 viability
Cc1cc(=O)oc(C)c1C(=O)Nc1ccc(F)cc1	-3.2%	8.3%	9.9%	0.0%	-0.1	i	4.2%	-12.6%	2.6%
F[B-](F)(F)c1cncc2ccccc12	-4.5%	1.3%	-7.4%	3.6%	-0.2	i	7.2%	2.1%	3.4%
Cc1ccc2c(c1)nc(NCCO)n2C	15.9%	0.0%	3.9%	-0.2%	-0.8	i	-5.6%	3.4%	-1.4%
CC1Cc2nc(SCC(N)=O)n(Cc3ccccc3)c(=O)c2S1 (stereo not given)	4.9%	-0.2%	-12.1%	1.3%	-2.8	i	6.4%	6.7%	2.2%
CCOC(=O)C1(C)CCCN1C(=O)c1ccc(OC)c(OC)c1 (stereo not given)	11.6%	-0.3%	2.0%	0.0%	-0.3	i	8.5%	nt	nt
Cn1c(SCc2ccc(C(=O)Nc3nccs3)cc2)nnc1-c1ccccc1	2.8%	-8.9%	-1.5%	0.6%	-0.5	i	-7.1%	9.3%	-2.6%
CCOc1ccccc1C1C(C(=O)Nc2ccccc2OC)=C(C)Nc2nc3ccccc3n21 (stereo not given)	-1.0%	2.3%	-6.4%	-0.4%	nt	i	nt	-5.9%	-3.7%
C#CCOCCOCCOCCNc1nc(N2CCN(C(=O)CCCCCCCCCCNC(=O)Cn3cc(CCCCCN)nn3)CC2)nc(N2CCN(C(=O)CCCCCCCCCCNC(=O)[C@H](CO)n3cc(CCCCCN)nn3)CC2)n1	-12.7%	?	-50.3%	-5.4%	-2.2	i	12.6%	-18.6%	-19.9%
Cc1cccc(N2CCN(C(=O)CCN3C(=S)NC(C)(C)CC3C)CC2)c1C (stereo not given)	-31.5%	-12.3%	-1.1%	-0.2%	-0.6	?	2.8%	-23.7%	-6.0%
Cc1ccc(OCc2cc(C(=O)N3CCCC(C)C3)no2)cn1 (stereo not given)	nt	-10.5%	-20.3%	3.6%	-1.3	?	5.9%	nt	nt
Cn1c(-c2ccccc2[N+](=O)[O-])[n+](C)c2ccccc21	nt	-6.3%	-15.6%	-0.6%	2.4	i	1.1%	?	-19.0%
CCOc1ccc(S(=O)(=O)NC(C)C(=O)NCc2ccccn2)cc1 (stereo not given)	-7.5%	11.1%	-0.4%	0.1%	-0.9	i	6.6%	-2.9%	?
O=C(N[C@@H]1CCC(=O)N(CC[C@H](Sc2ccc(Br)cc2)c2ccccc2)CC1)OCc1ccccc1	-32.2%	?	2.7%&2.4%	-0.3%	-4.4	?	7.7%	?	-4.5%
CCN(CC)S(=O)(=O)c1ccc(NCc2ccccc2)nc1	-7.3%	12.9%	-11.7%	0.1%	-0.7	i	14.3%	?	-17.6%
O=C(COc1ccccc1Cl)OCc1cc(=O)n2nc(C3CC3)sc2n1	-0.5%	-0.8%	2.5%	-0.3%	nt	i	nt	?	6.6%
COc1ccc(CNC(=O)c2ccc3c(c2)N(Cc2c(F)cccc2Cl)C(=O)CS3)cc1	-11.0%	0.0%	-8.8%	3.2%	nt	?	nt	0.0%[9.27 µM]	-11.9%
CCCCN(CC)CCCNC(=O)c1sc2nc3n(c(=O)c2c1C)CCCCC3	nt	-31.7%	-25.3%	4.3%	nt	nt	nt	14.1%	-0.2%
O=C1CCCN1CCCN=c1c([N+](=O)[O-])nn(-c2ccc(Cl)cc2)n1O	?	?	4.4%	15.4%	-5.4	?	2.9%	-9.7%	?
Clc1ccccc1OCc1nc(-c2ccc(Br)o2)no1	56.1%[activator]	4.7%	-3.6%	0.3%	-2.3	i	-3.0%	?	13.4%
COc1ccc(Br)cc1/C=N/NC(=O)C(c1ccncc1)N1CCOCC1 (stereo not given)	-10.6%	2.8%	-5.6%	-0.9%	-3.3	?	10.8%	12.7%	4.0%

7 compounds from above, arranged by count of non-hydrogen atoms, high to low:
SMILES	ATXN2 expr inh	TGFb SMAD3 inh	HepG2 tox	Nrf2 ARE act	IL-2 act	ATXN viability	EPAC2 ag	Nrf2 block	A549 viability
C#CCOCCOCCOCCNc1nc(N2CCN(C(=O)CCCCCCCCCCNC(=O)Cn3cc(CCCCCN)nn3)CC2)nc(N2CCN(C(=O)CCCCCCCCCCNC(=O)[C@H](CO)n3cc(CCCCCN)nn3)CC2)n1	-12.7%	?	-50.3%	-5.4%	-2.2	i	12.6%	-18.6%	-19.9%
CCOc1ccccc1C1C(C(=O)Nc2ccccc2OC)=C(C)Nc2nc3ccccc3n21 (stereo not given)	-1.0%	2.3%	-6.4%	-0.4%	nt	i	nt	-5.9%	-3.7%
CCCCN(CC)CCCNC(=O)c1sc2nc3n(c(=O)c2c1C)CCCCC3	nt	-31.7%	-25.3%	4.3%	nt	nt	nt	14.1%	-0.2%
Cc1cccc(N2CCN(C(=O)CCN3C(=S)NC(C)(C)CC3C)CC2)c1C (stereo not given)	-31.5%	-12.3%	-1.1%	-0.2%	-0.6	?	2.8%	-23.7%	-6.0%
O=C1CCCN1CCCN=c1c([N+](=O)[O-])nn(-c2ccc(Cl)cc2)n1O	?	?	4.4%	15.4%	-5.4	?	2.9%	-9.7%	?
CC1Cc2nc(SCC(N)=O)n(Cc3ccccc3)c(=O)c2S1 (stereo not given)	4.9%	-0.2%	-12.1%	1.3%	-2.8	i	6.4%	6.7%	2.2%
Cc1ccc2c(c1)nc(NCCO)n2C	15.9%	0.0%	3.9%	-0.2%	-0.8	i	-5.6%	3.4%	-1.4%

Additional records.
SMILES	ATXN2 expr inh	TGFb SMAD3 inh	HepG2 tox	Nrf2 ARE act	IL-2 act	ATXN viability	EPAC2 ag	Nrf2 block	A549 viability
COc1ccc(O)c(/C=N/NC(=O)CSc2nnc(C)n2-c2ccccc2)c1	?	-31.4%	5.1%	-0.4%	-0.6	i	-17.6%	-7.4%	-6.4%
O=S1(=O)CCN(Cc2ccccc2C(F)(F)F)CC1	2.4%[11.3 µM]	-0.7%	0.6%	-0.8%	-1.0	i	-2.5%	-18.7%	-5.1%
CC(=O)NC(c1cccc([N+](=O)[O-])c1)c1c(OC(C)=O)ccc2ccccc12 (stereo not given)	-8.6%	-26.5%	-9.4%	-0.3%	-1.4	i	9.5%	-20.3%	-3.2%
CC(=O)OCCn1c(Br)nc2c1c(=O)[nH]c(=O)n2C	-8.7%	-9.0%	2.1%	-0.4%	-2.3	i	-2.9%	8.0%	-7.6%
CCOC(=O)c1cnc(-n2nc(C)cc2C)nc1Nc1ccc(OC)cc1	0.9%	-9.4%	0.7%	-0.2%	-2.0	i	7.1%	?	nt
Cc1ccccc1-c1nc(CN(Cc2c(C)nn(C)c2C)C2CC2)c(C)o1	-14.1%	-38.4%	-16.1%	5.1%	-0.8	i	-5.3%	?	-21.3%
Cc1ccc(S(=O)(=O)N2CCCCC2)cc1C(=O)NCc1ccc(S(N)(=O)=O)cc1	-18.1%	-15.3%	-6.5%	0.1%	-2.9	i	7.1%	1.1%	1.4%
CCCCc1n[nH]c(=S)n1Cc1ccccc1	nt	-22.9%	-5.9%	0.3%	-1.1	i	7.7%	14.3%	?
O=C(CSc1n[nH]c(=O)[nH]c1=O)c1cccc([N+](=O)[O-])c1	nt	-0.8%	11.4%	-0.1%	0.1	i	-2.8%	-14.8%	2.4%
Cc1ccc(S(=O)(=O)N2CCN(CC(=O)Nc3ccc([N+](=O)[O-])cc3)CC2)cc1C	-14.1%	-30.1%	-4.5%	1.7%	0.1	i	-8.6%	-18.8%	-6.3%
Cc1ccc(S(=O)(=O)N(CC(=O)NCCSC2CCCCC2)c2ccccc2F)cc1	-2.9%	-6.2%	-0.4%	-1.2%	0.1	i	7.6%	0.5%	-2.1%
CCN(CC)C1CCN(C(=O)c2ccc(OC3CCN(C(=O)CCOC)CC3)cc2)C1 (stereo not given)	nt	-1.1%	0.3%	-0.8%	0.0	i	-6.9%	nt	nt
O=C1NC(Cc2ccc(O)cc2)c2nc3cc(F)c(F)cc3c(=O)n2-c2cc3ccccc3cc21 (stereo not given)	?	15.8µM*	-19.7%	-4.4%	0.5	nt	-1.8%	nt	nt
CCOC(=O)c1cn(C2CC2)c2c(F)c(NCCCN(C)C)c(F)cc2c1=O	-9.7%	-4.5%	-19.9%	0.0%	0.0	i	5.5%	11.4%	4.7%
C[C@H](CO)N1C[C@H](C)[C@@H](CN(C)Cc2ccncc2)Oc2c(NC(=O)c3ccncc3)cccc2C1=O	8.7%	?	-4.9%	-0.7%	0.5	i	-0.8%	0.7%	-2.6%
Cc1ccc2cc(/C=N/Nc3ccc(C(=O)O)cc3)c(Cl)nc2c1	nt	?	-17.0%	5.7%	0.4	i	-0.1%	?	-14.0%
O=C(c1ccc(Cn2cnnn2)cc1)N1CCCC(Nc2ccc(F)cc2)C1 (stereo not given)	-10.0%	-18.3%	2.7%	0.4%	-0.9	i	6.2%	-7.9%	0.0%
CCS(=O)(=O)n1nc(-c2ccccc2)nc1SC	34.4%	36.4%[activator]	-6.9%	6.4%	-3.9	i	13.8%	13.5%	-6.3%
